# FadD28 binding = blocks FadD28 binding to the bisubstrate probe | actives 0.22% (n = 360,000) | inhibition, % at 12.5 µM | fluorescence polarization | AID 588549; in the data active = inhibition above about 8.5%, passing the limit was not always enough; inconclusive = no clear call, values can overlap the other calls
# TcdB inh = TcdB glycohydrolase inhibition; TcdB glycohydrolase enzymatic assay, plate reader; inhibition, % at 9.99 µM; actives 0.24% (n = 350,000); in the data active = inhibition above about 10%
# PrPC TRFRET = inhibitors of human cell surface prion protein PrPC; AID 720596; TR-FRET read-out; inhibition, % at 13.8 µM; P04156; actives 0.43% (n = 370,000); in the data active = inhibition above about 24%; also: 0% = median of the test wells and 100% = reference compound wells
# BoNT F protease = inhibitors of Botulinum neurotoxin F light chain protease; AID 588497; Multiplex microsphere protease cleavage assay, flow cytometry; actives 0.22% (n = 360,000); inhibition, % at 10 µM; in the data active = inhibition above about 35%, passing the limit was not always enough; inconclusive = no clear call, values can overlap the other calls; also: plate controls were buffer without enzyme for full effect and enzyme alone for no effect
# BoNT-A LC inh2 = blocks Botulinum neurotoxin A light chain protease; multiplex microsphere protease substrate cleavage, flow cytometry; actives 0.17% (n = 360,000); inhibition, % at 10 µM; also: plate controls were buffer without enzyme for full effect and enzyme alone for no effect
# CCHF vOTU inh = CCHFV vOTU protease inhibition | inhibition, % at 11.5 µM | actives 0.55% (n = 370,000) | AID 651958 | Pep-AMC fluorescence; in the data active = inhibition above about 30%; also: 0% = vehicle wells with enzyme and 100% = no enzyme wells
# PfHsp40 yeast = compounds rescuing yeast from Plasmodium falciparum HSP40 toxicity; AID 504582; actives 0.68% (n = 340,000); S. cerevisiae expressing PfHsp40, growth rescue, ATP luminescence; growth rescue, % at 12.5 µM; in the data active = growth rescue above about 28%, passing the limit was not always enough; inconclusive = no clear call, values can overlap the other calls;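 also: yeast W303a lacking pdr1 and pdr3 grown in galactose medium; growth measured after three days at 30 °C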
# Yp Topo-I inh = Y. pestis Topo-I inhibition via cleavage products. Y. pestis Topo-I cleavage product accumulation, plate reader. activity, % at 10 µM. actives 0.064% (n = 360,000); in the data active = activity above about 50%, passing the limit was not always enough; inconclusive = no clear call, values can overlap the other calls; also: inactives centre near 2
# Anthrax LF prot = anthrax lethal factor protease inhibition. P15917. multiplex microsphere protease cleavage assay, LF. inhibition, % at 10 µM. actives 0.12% (n = 360,000). AID 588501; also: plate controls were buffer without enzyme for full effect and enzyme alone for no effect
# Target sequence (P15917 whole entry, looked up): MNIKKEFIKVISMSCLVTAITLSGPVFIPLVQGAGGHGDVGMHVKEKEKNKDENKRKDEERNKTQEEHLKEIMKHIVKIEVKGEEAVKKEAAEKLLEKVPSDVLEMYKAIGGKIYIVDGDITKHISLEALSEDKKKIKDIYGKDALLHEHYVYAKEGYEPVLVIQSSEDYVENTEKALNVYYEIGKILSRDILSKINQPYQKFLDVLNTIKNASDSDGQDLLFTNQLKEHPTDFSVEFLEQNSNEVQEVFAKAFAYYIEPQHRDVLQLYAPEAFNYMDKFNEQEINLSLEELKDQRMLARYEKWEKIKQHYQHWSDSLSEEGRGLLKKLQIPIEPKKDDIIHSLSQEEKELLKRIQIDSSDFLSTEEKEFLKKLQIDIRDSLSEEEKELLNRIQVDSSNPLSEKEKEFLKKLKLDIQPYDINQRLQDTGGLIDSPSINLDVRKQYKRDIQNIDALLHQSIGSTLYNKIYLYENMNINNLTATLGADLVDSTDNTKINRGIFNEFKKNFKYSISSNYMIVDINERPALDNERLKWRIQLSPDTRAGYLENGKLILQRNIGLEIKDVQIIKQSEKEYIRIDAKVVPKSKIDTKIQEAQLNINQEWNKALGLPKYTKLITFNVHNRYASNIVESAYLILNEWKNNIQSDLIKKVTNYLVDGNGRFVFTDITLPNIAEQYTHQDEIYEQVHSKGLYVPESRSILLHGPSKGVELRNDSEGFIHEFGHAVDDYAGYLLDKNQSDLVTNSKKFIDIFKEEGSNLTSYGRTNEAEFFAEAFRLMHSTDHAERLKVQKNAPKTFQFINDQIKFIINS
# * = called active by the depositor; ? = inconclusive; . = no result given. Rule as the data show it, unless noted: active = inhibition above about 30%; inconclusive = no clear call, values can overlap the other calls; inactive = below that. Random draw from the library; overall some 2.3% were active at least once.
SMILES,FadD28 binding,TcdB inh,PrPC TRFRET,BoNT F protease,BoNT-A LC inh2,CCHF vOTU inh,PfHsp40 yeast,Yp Topo-I inh,Anthrax LF prot
CCCCCCCCN1[C@@H](CC(C)=O)c2cc(C(F)(F)F)ccc2S1(=O)=O,-1.4,1.3,4,5,-0.3,11,3.1,66*,3
CC(CN1C(C)CCCC1C)OC(=O)c1ccc(Cl)cc1Cl (stereo not drawn),0.3,1.5,-2,-7,-1.2,-14,3.5,4,3
Cc1cnc(C(=O)Nc2nnc(C)s2)cn1,-0.8,.,-6,1,0.1,-2,-1.2,-4,2
CCC(C)[C@H]1COCCS(=O)(=O)N1Cc1ccc(Cl)cc1Cl (stereo partly drawn),-7.3,2.0,5,-6,0.2,19,0.8,18,-2
Cc1cnc(C(=O)OCC(=O)Nc2ccc(Br)c(C)c2)cn1,-4.1,0.7,-4,1,0.4,13,-1.4,-4,-1
Cc1ccc(-c2csc3n[nH]c(=S)n23)cc1,-1.8,.,-4,-6,-0.2,-1,3.2,-6,-5
CCn1c(=O)c2cc(C(=O)N3CCOCC3)sc2c2ccccc21,-0.9,1.6,1,-7,-1.2,-8,0.7,5,0
COc1cc(/C=C/CNC[C@H]2O[C@@H](n3cc(C)c(=O)[nH]c3=O)C[C@@H]2O)ccc1O,-4.4,1.8,3,1,0.0,0,.,-2,-7
O=C(CNC(=O)c1ccccc1)NCC(=O)OCc1ccc(Cl)cc1,-3.0,.,3,-1,?,-3,-1.3,2,-4
CC1CN(S(=O)(=O)c2ccc(C(=O)Nc3ccc(S(=O)(=O)Nc4nccs4)cc3)cc2)CC(C)O1 (stereo not drawn),-3.8,0.0,2,-6,0.2,1,1.2,3,-1
CC(C)(C)CC(=O)Nc1cc2c3c(c1)CC(=O)N3CCC2,-0.1,0.4,-4,-4,-1.2,9,1.0,-14,-3
OCC[C@H]1C[C@@H](O)[C@H](O)[C@]2(OCCCc3ccccc32)O1,-1.1,0.1,-6,12,0.3,-6,-1.6,-1,1
CC(C)c1nc2sc3c(NCc4ccccc4)ncnc3c2c2c1COC(C)(C)C2,-1.3,.,1,-4,-0.8,2,-0.6,-6,-5
CCn1c(SCC(=O)Nc2ccc(OC)cc2)nc2c(c1=O)SCC2,1.0,-0.4,4,7,-0.1,7,0.4,9,2
CCCCN1C2CCCC1CC(NC(=O)c1ccc(OC)c(OC)c1)C2 (stereo not drawn),-5.1,.,-2,5,0.6,2,1.0,-4,-2
O=C(N[C@H]1C/C=C\C[C@@H](CC(=O)N(CCO)Cc2ccccc2)C(=O)N2CCC[C@@H]2COC1=O)OCC1c2ccccc2-c2ccccc21,-1.4,.,.,-1,0.3,.,-1.4,21,-5
CC1Cc2[nH]c(=S)[nH]c(=O)c2C(c2ccc(C(C)C)cc2)O1 (stereo not drawn),.,0.4,-2,11,1.2,7,.,.,-4
CCN(C(=O)C(C)Sc1ccc(S(=O)(=O)N2CCN(C)CC2)cn1)c1ccccc1 (stereo not drawn),-1.0,0.9,-4,-2,0.4,18,0.1,-1,2
Nc1nc2ccccc2nc1N,-0.7,.,-6,-2,1.3,4,0.3,-4,6
CC(C)=CCN1CCN(Cc2ccc3nsnc3c2)CC1CCO (stereo not drawn),-0.2,0.4,-4,-4,0.7,-2,2.1,1,-4
Cn1cnnc1SCc1ccc(C(=O)N=Nc2c(O)n(C)c3ccccc23)cc1,-0.7,.,-42,-15,-0.8,7,-0.2,13,-5
CCCCOc1ccc(C(=O)OCC(=O)NC2CCCC2)cc1,-0.4,1.7,-2,?,0.8,-8,0.0,25,-3
CC(Oc1ccccc1F)C(=O)NNC(=O)C1CC(=O)N(c2ccc3c(c2)OCCO3)C1 (stereo not drawn),-3.4,1.5,6,-9,-3.6,-4,0.2,-1,0
Cc1cccc(NC(=O)C2CCN(S(=O)(=O)c3cccc4nonc34)CC2)c1,0.6,0.0,-28,-10,-2.9,-10,-1.2,5,10
CCOc1ccccc1C(=O)N1CCN=C1SCc1cccnc1,0.3,.,-1,9,1.1,10,-0.2,2,0
COc1ccc(/C=N/N2C(=O)CSC2=S)cc1,0.5,.,-3,0,0.6,-3,-1.9,-1,-7
CCCCn1c(N)c(-c2nc3ccccc3s2)c2c([N+](=O)[O-])nn(CC)c(=O)c21,0.2,.,-10,7,-0.1,0,0.0,5,0
O=C1NC(Cc2ccccc2)c2nc3ccc(F)cc3c(=O)n2-c2cc3ccccc3cc21 (stereo not drawn),-0.7,-1.3,2,-1,-0.2,5,.,66*,1
O=C(CN1C(=O)c2cccc3cccc1c23)N1CCc2ccccc2C1,-1.9,.,-6,-12,0.0,4,3.1,-8,2
CC1(C(=O)NS(=O)(=O)c2cccc(OC(F)F)c2)CCN1C(=O)C/C=C/c1ccccc1 (stereo not drawn),-1.4,-1.4,-7,-10,-0.2,1,.,13,2
O=C(NCCC(=O)N1CCCC(C(F)(F)F)C1)c1ccc(Br)cc1 (stereo not drawn),-3.3,-0.5,-1,1,0.1,-5,0.4,-9,-4
Cc1ccc(NC(=O)Nc2nnc([C@@H]3C[C@H](O)[C@@H](CO)O3)s2)cc1,-2.0,0.5,2,3,0.2,-5,.,-3,-2
CCOC(=O)N[C@H](Cc1c[nH]c2ccccc12)C(=O)NC1CC1,-3.6,0.8,-4,7,0.2,2,.,4,-2
CCOc1ccc(-n2c(SCC(=O)Nc3ccc4c(c3)OCO4)nc3ccccc3c2=O)cc1,-1.0,.,5,-16,-0.2,3,-0.6,5,-7
O=C1CNC(=S)N1CCCn1ccnc1,-0.9,0.9,-11,-8,-0.6,-4,0.6,-12,-2
Cc1nc2c(nnn2Cc2ccccc2)c(=O)n1-c1ccccc1,-1.3,.,-1,-10,0.4,0,-0.3,-2,-3
Cc1noc(C)c1CSCC(=O)OCC(=O)NC1CCCCC1,1.0,.,-3,-5,-0.2,13,1.0,-1,-5
COc1ccc(S(=O)(=O)N2CCc3ccccc32)cc1C(=O)NCc1ccco1,-1.7,1.0,4,13,-0.2,-1,-0.3,-11,8
CCC(O)c1nc2ccccc2n1CCc1ccccc1 (stereo not drawn),-2.4,1.0,0,20,-0.9,-4,-0.6,4,-15
O=C(Nc1ccc(Br)cc1)c1cccnc1N1CCOCC1,-1.8,.,-2,-5,-0.9,4,-0.4,2,-5
CN(C)CCN(Cc1ccccc1)C(=O)c1[nH]c(C(F)(F)F)nc1-c1ccccc1,-2.6,2.3,-7,-4,-0.4,-7,.,.,-8
CCN(CC)S(=O)(=O)c1ccc(OC)c(NC(=O)c2ccc3c(c2)OCO3)c1,-3.1,-0.6,-1,-2,-0.6,3,1.4,11,0
N#CCOc1ccccc1P(=O)(c1ccccc1)c1ccccc1,-0.9,-0.4,3,-11,-1.6,7,1.2,2,1
Cn1c(SCC(=O)NC(=O)NCc2ccco2)nnc1-c1ccccc1,-2.2,.,6,2,-0.2,19,-0.8,3,1
c1ccc(-c2noc(-c3cccc4ccccc34)n2)nc1,-6.9,.,-5,-11,-0.8,-8,-0.8,32,-4
COc1cc(NC(=O)COC(=O)CC2CC3CCC2C3)cc(OC)c1 (stereo not drawn),?,0.6,-2,4,-0.1,-3,5.2,25,0
COc1ccc(-c2cc(-c3ccccc3)[n+](C)c(-c3ccccc3)c2)cc1,0.3,1.5,-12,0,0.0,-24,.,20,1
Cc1cccc(OCC2=N/C(=C\N(C)C)C(=O)O2)c1,-0.5,.,-1,0,-0.7,3,-1.9,-7,0
CC(=O)c1sc(NC(=O)c2cccc3ccccc23)nc1C,-1.4,.,3,-3,0.7,3,-0.7,-2,-2
O=C(COc1nc2ccccc2nc1N1CCOCC1)NCC(F)(F)F,0.2,-0.2,-4,3,0.3,-2,0.1,3,-2

# Filtered by structure, those above containing bromine
SMILES,FadD28 binding,TcdB inh,PrPC TRFRET,BoNT F protease,BoNT-A LC inh2,CCHF vOTU inh,PfHsp40 yeast,Yp Topo-I inh,Anthrax LF prot
Cc1cnc(C(=O)OCC(=O)Nc2ccc(Br)c(C)c2)cn1,-4.1,0.7,-4,1,0.4,13,-1.4,-4,-1
O=C(NCCC(=O)N1CCCC(C(F)(F)F)C1)c1ccc(Br)cc1 (stereo not drawn),-3.3,-0.5,-1,1,0.1,-5,0.4,-9,-4
O=C(Nc1ccc(Br)cc1)c1cccnc1N1CCOCC1,-1.8,.,-2,-5,-0.9,4,-0.4,2,-5

# Filtered by structure: those above with a Cl atom (3)
SMILES,FadD28 binding,TcdB inh,PrPC TRFRET,BoNT F protease,BoNT-A LC inh2,CCHF vOTU inh,PfHsp40 yeast,Yp Topo-I inh,Anthrax LF prot
CC(CN1C(C)CCCC1C)OC(=O)c1ccc(Cl)cc1Cl (stereo not drawn),0.3,1.5,-2,-7,-1.2,-14,3.5,4,3
CCC(C)[C@H]1COCCS(=O)(=O)N1Cc1ccc(Cl)cc1Cl (stereo partly drawn),-7.3,2.0,5,-6,0.2,19,0.8,18,-2
O=C(CNC(=O)c1ccccc1)NCC(=O)OCc1ccc(Cl)cc1,-3.0,.,3,-1,?,-3,-1.3,2,-4

# (next part)
SMILES,FadD28 binding,TcdB inh,PrPC TRFRET,BoNT F protease,BoNT-A LC inh2,CCHF vOTU inh,PfHsp40 yeast,Yp Topo-I inh,Anthrax LF prot
CCCN(CCC)CCCNC(=S)Nc1ccc2nc(N3CCN(C)CC3)cc(C)c2c1,-3.5,2.2,-14,-6,0.5,-9,0.3,-14,-2
CC1CCN(C(=O)CSc2nc3ccccc3s2)CC1,-5.0,.,1,0,1.3,-4,-0.8,2,1
COc1ccc(/C=N\N=C(N)N)cc1,-2.4,0.7,-3,-1,-0.3,-8,-0.7,0,-6
CCN(CC)c1ccc(C(=O)Nn2cnc3ccccc3c2=O)cc1,0.5,0.0,1,7,1.4,3,0.4,4,1
Cc1cc(N(C)C(=O)c2ccc3c(c2)S(=O)(=O)c2cc(Cl)ccc2C3=O)c(C(F)(F)F)o1,0.5,-1.1,-6,1,-0.6,0,0.5,-4,2
Cc1nn(-c2ccc(C(=O)O)cc2)c(C)c1Cl,0.9,3.1,-3,12,-0.2,-8,-0.1,-3,-3
CN(CC(=O)NCCc1ccc(S(N)(=O)=O)cc1)CC(=O)Nc1ccc(Cl)c(C(F)(F)F)c1,-19,8.5,10,5,-0.3,7,-0.8,-7,-4
Cc1ccc(S(=O)(=O)Nc2ccc(F)cc2)cc1C(=O)N1CCOCC1,-0.5,1.4,-8,1,-0.1,15,0.7,0,-7
CC(=O)Nc1ccc(NC(=O)CSc2nnc(NC(=O)C3CC(=O)N(c4ccccc4)C3)s2)cc1 (stereo not drawn),-1.3,2.1,-2,-15,-1.1,-7,-0.2,2,1
CC(C)N(Cc1nc(-c2ccccc2)no1)C(=O)C1CCCCC1,0.1,1.5,-6,0,0.1,15,-0.6,8,-5
Cn1c(SCc2ccccc2)nnc1-c1cnccn1,0.4,.,-4,6,?,-5,2.4,7,-8
O=C1c2ccccc2C(=O)N1/N=C/c1ccc(O)c(O)c1,-1.7,.,2,-5,-0.4,0,-0.2,-6,0
CCNC(=O)/C(C#N)=C/c1c(N2CCN(c3cccc(Cl)c3)CC2)nc2c(C)cccn2c1=O,0.0,0.9,-9,1,0.7,-13,-1.0,9,-8
CCS(=O)(=O)N1CCC(C(=O)O)CC1,-3.5,1.1,-3,8,0.0,9,-0.7,2,-5
O=C(O)/C=C\C(=O)Nc1cccc(NC(=O)c2ccccc2)c1,-0.9,-3.2,-3,3,-0.6,-4,0.7,0,-5
Cc1cc(NC(=O)c2ccco2)no1,-2.4,.,4,-11,0.5,1,-1.3,-3,-3
Cc1cc(C)cc(NC(=O)C2CCN(S(C)(=O)=O)CC2)c1,-2.6,1.6,-9,-4,0.3,16,0.5,5,2
O=C(O)c1ccccc1C(=O)Nc1ccc(Nc2ccccc2)cc1,0.1,1.1,-10,-31,0.1,25,.,-10,-8
O=C(CCCCCN1C(=O)c2ccccc2C1=O)Nc1ccccc1F,-2.0,0.2,2,?,-7.3,-4,1.1,7,-5
Cn1cccc1/C=N/NC(=O)c1cccs1,-0.6,1.8,-1,-6,-2.2,22,0.0,3,-1
COC(=O)c1ccc(C)c(NC(=O)Cc2coc3cc(OC)ccc23)c1,-0.7,0.2,4,-3,1.5,-7,-0.9,6,1
O=C(O)C(c1ccccc1)c1ccccc1,-0.8,-1.7,7,-7,1.5,6,-0.6,-3,-1

# Assay outcomes deposited in PubChem by several laboratories.
